A549 viability = Nrf2 qHTS screen for inhibitors: counterscreen for cytotoxicity; actives 0.16% (n = 390,000); Potency, µM (highest dose often 46 µM), inactives show at the top dose activity change, negative = cytotoxicity, hits mostly inhibitors; A549 ARE-Fluc cells, CellTiter-Fluor viability, 18-24 h; note: potency is the fitted concentration of half-maximal effect; % is set by controls: 0 for no effect and ±100 for the full control effect
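Cytotoxicity counterscreen: CellTiter-Fluor fluorescence was measured in A549 ARE_Fluc cells after 18-24 h of compound exposure in a concentration series. The subsequent BugLite luminescent read reports ARE-luciferase activity.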
HepG2 tox = qHTS for Inhibitors of TGF-b: Cytotox Counterscreen; AID 588856, 2011; actives 0.76% (n = 410,000); Potency, µM (top dose mostly 46.1 µM), for inactives: top-dose activity change, negative = cytotoxicity, usual class: cytotoxic; HepG2 CAGA-GFP viability, ATP luminescence, 18 h; note: potency is the fitted concentration of half-maximal effect; some results filed as inactive show a strong effect at the top dose
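CellTiter-Glo luminescence gave cytotoxicity after 18 hours at 37 degrees C. The cells were HepG2 CAGA-GFP in 1% FBS DMEM, stimulated with 500 pg/mL TGF-beta after compound addition. %Activity was normalised to no-cell wells (complete cell-killing) and DMSO (no toxicity), and curves were fitted and classified.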
Nrf2 activator = qHTS of Nrf2 Activators. AREc32 ARE-luciferase reporter (MCF7-derived line), luminescence, 24 h. Potency, µM (top dose mostly 46.1 µM), without a hit: at the top dose activation, most hits filed as activators. actives 0.31% (n = 410,000); note: potency is the fitted concentration of half-maximal effect; % of control where 0% means no effect; nearly all actives have a fitted effect of over 65% in size
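Reporter line AREc32 (ARE-Fluc), seeded overnight in OPTI-MEM with 5% FBS; compound pin-transferred, 24 hr at 37 deg C, 5% CO2; luminescent read-out.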
S2 tox = Viability Counterscreen for Primary qHTS for Inhibitors of ATXN expression. S2 cells (HEK-293 line with an ATXN2-luciferase reporter) viability, CellTiter-Fluor protease fluorescence, 24 h. Potency, µM (top dose mostly 56.7 µM), actives largely listed as cytotoxic. actives 0.49% (n = 400,000). AID 651635, 2014; note: potency is the fitted concentration of half-maximal effect; nearly all actives have a fitted effect of over 40% in size
IL1B secr inh = qHTS for Inhibitors of Inflammasome Signaling: IL-1-beta AlphaLISA Primary Screen; THP-1 LPS/ATP IL-1B secretion, AlphaLISA, 16 h; active compounds read low; activity change, % at 57.5 µM; actives 4.7% (n = 360,000); AID 743279, 2014; in the data active = activity change below about -50%; inconclusive = mostly about -30% to -49%; note: % is set by controls: 0 for no effect and ±100 for the full control effect
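THP-1 cells pretreated 1 hr with compounds (up to 57.5 uM final), then stimulated with LPS (250 ng/mL final) plus ATP (1.25 mM final); secreted IL-1B measured by AlphaLISA after 16 hr, decreased signal indicating inhibition.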
Nrf2 inh = Nrf2 qHTS screen for inhibitors | A549 ARE-Fluc reporter, luciferase luminescence, 18-24 h | Potency, µM (highest dose often 46 µM), for inactives: top-dose activity change, negative = inhibition, hits mostly inhibitors | actives 2.1% (n = 360,000); note: potency is the fitted concentration of half-maximal effect; % is set by controls: 0 for no effect and ±100 for the full control effect; nearly all actives have a fitted effect of over 60% in size
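A549 ARE_Fluc cells, 5000/well, 5% FBS OPTI-MEM; compounds in dose-response, 18-24 h at 37 °C/5% CO2; CellTiter-Fluor viability read (Ex 405/Em 525), then BugLite luciferase luminescence = Nrf2 activity.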
ATXN2 expr inh = Primary qHTS for Inhibitors of ATXN expression; HEK-293 ATXN2-luciferase reporter, luminescence, 24 h; Potency, µM (top dose mostly 57 µM), for inactives: at the top dose activity change, negative = inhibition, actives largely listed as inhibitors; actives 0.72% (n = 360,000); note: potency is the fitted concentration of half-maximal effect; % is set by controls: 0 for no effect and ±100 for the full control effect; nearly all actives have a fitted effect of over 55% in size
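ATXN2-luciferase reporter cells (luciferase flanked by upstream and downstream ATXN2 gene portions) were treated 24 h at 37 °C with compounds at up to 57 uM. SteadyGlo luminescence gave expression; GF-AFC fluorescence gave viability.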
TGFb inhibitor = qHTS for Inhibitors of TGF-b | HepG2 CAGA-GFP TGF-b/SMAD3 reporter, GFP fluorescence, 18 h; TGF-beta stimulated, 500 pg/mL final | Potency, µM (series often up to 46.1 µM), without a hit: at the highest dose activity, negative = inhibition, usual class: inhibitors | actives 1.2% (n = 410,000); note: potency is the fitted concentration of half-maximal effect; % is set by controls: 0 for no effect and ±100 for the full control effect; nearly all actives have a fitted effect of over 65% in size
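Per well, imaged GFP fluorescence of HEPG2 CAGA-GFP cells gives the signal; cells get compound, then TGF-beta (500 pg/mL final), 18 h at 37 degrees C; %Activity versus -TGF-beta and +DMSO controls.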
MCF10A rerep = A quantitative high throughput screen for small molecules that induce DNA re-replication in MCF 10a normal breast cells. MCF 10A DNA re-replication, Hoechst nuclear intensity, 48 h. Potency, µM (highest dose often 46.1 µM), inactives show top-dose activity, positive = re-replication, most hits filed as activators. actives 2.9% (n = 350,000). AID 624296, 2012; note: potency is the fitted concentration of half-maximal effect; % of control where 0% means no effect; nearly all actives have a fitted effect of over 50% in size
* marks the source's active call; other numbers are inactive results; i = inactive; u = inconclusive; x = no result given; [ ] = remark or other dose. Unless noted, calls come from the whole dose curve; as a rule, active = well fitted curve in the direction sought with a large enough effect; inconclusive = small, poorly fitted or top-dose-only effect, or another doubt; inactive = no such curve, though single readings can be large; an effect the other way counts as inactive or inconclusive. Outcome played no part in choosing rows. About 8.8% of those tested had a hit in this group.

Values run as follows: A549 viability | HepG2 tox | Nrf2 activator | S2 tox | IL1B secr inh | Nrf2 inh | ATXN2 expr inh | TGFb inhibitor | MCF10A rerep
1. CCn1c(COc2ccccc2OC)nnc1SCC(=O)NC1CCCC1
  0.8% | -3.2% | 0.1% | i | 17.9 | 13.2% | 2.9% | -1.9% | -0.1%
2. O=C(CCl)Oc1ccc2occ(C(=O)c3cccs3)c2c1
  -5.9% | -21.1% | u | i | 26.1 | -1.9% | 25.5% | -6.9% | 8.7%
3. CC(C)CC1C(=O)N(Cc2cn(CCC3OCCCO3)nn2)CCS(=O)(=O)N1Cc1ccc(-c2ccc(Cl)c(Cl)c2)cc1 (stereo not given)
  x | -55.8% | -3.4% | 31.6µM* | u | x | u | u | x
4. CCC(=O)c1ccc(OCC(O)CN2CCCCC2)cc1 (stereo not given)
  8.6% | -4.4% | 0.2% | i | -0.4 | x | -2.5% | 19.5% | 0.7%
5. CSc1nnc2ccc(-c3ccc(C)cc3)nn12
  20.0% | -18.7% | 14.5% | i | -0.6 | 16.1% | x | -4.9% | -3.6%
6. CCCCCCCCC(=O)NCCOc1ccc(OC)cc1
  -9.0% | 4.2% | -0.6% | u | 7.0 | -0.6% | 1.4% | -5.6% | 16.9%
7. Cc1ccccc1C1CCCN(Cc2nc(C3CC3)no2)C1 (stereo not given)
  0.0% | -0.6% | 0.7% | i | 0.0 | 3.9% | x | -20.1% | 10.9%
8. NC(=O)COC(=O)CSc1ccc2ccccc2c1
  1.0% | -10.5% | -0.9% | i | 20.2 | 3.4% | -22.4% | 10.8% | 13.8%
9. CC(c1ccccc1)n1c(N2CCNCC2)nc2c1c(=O)[nH]c(=O)n2C (stereo not given)
  1.3% | -14.3% | 0.1% | u | 15.6 | -0.2% | 5.0% | -7.9% | 1.7%
10. COc1ccc(-c2cc(=Nc3ccc(C)cc3)c3ccccc3o2)cc1
  -5.7% | -21.6% | 1.8% | u | u | u | u | -5.2% | 2.9%
11. COc1cc(C(=O)OCC(C)=O)c([N+](=O)[O-])cc1OC
  -2.4% | 4.1% | -0.3% | i | 30.7 | -3.1% | 2.4% | 24.2% | 0.2%
12. Nc1c(C(=O)N/N=C/c2cccnc2)cnn1-c1ccccc1
  -2.7% | 1.2% | 0.9% | i | 62.1 | 14.9% | 33.3% | -10.5% | 3.9%
13. O=S1(=O)N=C(N2CCc3ccccc3C2)c2ccccc21
  -16.0% | -4.1% | -0.8% | i | -7.4 | -7.6% | 3.3% | -2.4% | 5.3%
14. Cc1ccc(S(=O)(=O)N(NC2=NS(=O)(=O)c3ccccc32)C(=O)c2ccccc2)cc1
  10.5% | -48.3% | -0.1% | i | 0.0 | -8.2% | -5.8% | -3.8% | -1.1%
15. Cc1ccc(-n2nc3c(N4CCC(C(=O)N5CCN(C)CC5)CC4)nnc(C)c3c2C)cc1
  u | 3.1% | 0.6% | u | -18.1 | 10.2% | -20.0% | -9.2% | 1.0%
16. Cn1c(=O)oc2cc(S(=O)(=O)N3CCN(c4cccc(Cl)c4)CC3)ccc21
  -17.9% | -3.3% | 1.9% | i | 5.7 | u | -0.7% | -19.5% | 4.7%
17. CCOC(=O)c1ccccc1NC(=O)c1nn(-c2ccc(C)cc2)c(=O)n(C)c1=O
  8.4% | 0.3% | 0.4% | i | x | x | 3.8% | 4.2% | x
18. COc1cc(OC)c(NC(=O)C2CCCO2)cc1Cl (stereo not given)
  -6.3% | -12.6% | 0.3% | i | 5.2 | 14.7% | 1.9% | -1.5% | -2.5%
19. O=C(CNC(=O)c1ccco1)OC(C(=O)c1ccccc1)c1ccccc1 (stereo not given)
  7.0% | 10.2% | 0.2% | i | -6.3 | x | 1.4% | 8.8% | 2.8%
20. CCCCC(=O)NCc1ccc(F)cc1
  13.8% | 7.4% | 0.1% | i | 1.2 | 4.1% | 1.5% | 0.6% | 2.3%
21. CCCOc1ccc(Cn2c(O)cc(=O)[nH]c2=O)cc1
  -4.6% | -4.8% | 0.0% | i | 1.4 | -5.2% | -0.9% | 8.7% | -1.3%
22. O=C1CC(c2ccccc2)Cc2nc3nc(C(F)(F)F)nn3cc21 (stereo not given)
  -8.1%[1.84 µM] | 1.6% | -0.5% | i | -6.7 | 3.0% | -9.4% | -29.5% | 0.6%
23. CC1OC(Nc2ccc(N=Nc3ccccc3)cc2)C(O)C(O)C1O (stereo not given)
  -26.5% | 0.8% | 3.5% | u | -16.8 | u | 19.2% | -14.2% | 20.9%
24. CC(C)(C)Nc1nc(SCC(=O)Nc2ccccc2)nc(N2CCOCC2)n1
  -20.9% | -1.8% | 2.5% | i | -90.4* | u | -8.5% | 2.0% | u
25. Fc1ccc(/C=N/NC(=S)Nc2ccc(Cl)cc2Cl)cc1
  -8.5% | 0.5% | 6.7% | u | 28.9 | 4.6% | u | 1.2% | 9.7%
26. O=c1nc2n(c3ccc([N+](=O)[O-])cc13)CCCCC2
  1.8% | -3.1% | 0.3% | i | 4.4 | 8.9% | -8.9% | -17.6% | -46.3%[inhibitor]
27. Cc1ccc(SCCN)cc1C
  0.3% | -12.8% | 0.1% | i | 17.6 | 19.0% | 5.1% | 5.0% | -3.1%
28. CCOC(=O)C1=C(C)C(c2ccccc2O)NC(=O)N1 (stereo not given)
  1.9% | -23.8% | 0.1% | i | -2.9 | 14.2% | 6.7% | 0.0% | -0.1%
29. CC(C)c1ccc(NC(=O)C(C)N(c2ccccc2)S(C)(=O)=O)cc1 (stereo not given)
  1.9% | -28.3% | -0.7% | i | x | -3.0% | -9.4% | -11.4% | x
30. COc1ccc(N(CC(=O)NCC(C)C)S(=O)(=O)c2ccccc2)cc1
  -4.7% | -8.1% | -0.7% | u | 1.7 | 6.8% | -33.5% | -4.6% | u
31. CC(=O)Nc1ccc(S(=O)(=O)N(C)c2nc3ccccc3nc2Cl)cc1
  -2.9% | -5.6% | 11.1% | i | -3.6 | -18.1% | -8.5% | -16.3% | 25.6%
32. COc1cc(C2NC(=S)NC(O)(C(F)(F)F)C2C(=O)c2cccs2)cc(OC)c1O (stereo not given)
  2.1% | 0.5% | 0.3% | u | 7.3 | u | 16.5% | -0.3% | -3.1%
33. CCc1ccc(Nc2cc(C)nc3nc(C)nn23)cc1
  7.2% | -14.3% | 0.0% | i | -25.2 | -20.7% | -13.1% | -5.2% | -2.3%
34. O=C(Oc1cccc(N2C(=O)CCC2=O)c1)C1CC(=O)N(c2ccc(Br)cc2)C1 (stereo not given)
  -0.8% | 2.6% | -0.7% | i | 29.5 | 6.8% | -4.3% | -0.3% | 3.3%
35. COc1ccc(C(=O)NCC2CCCN2S(=O)(=O)c2ccccc2)cc1OC (stereo not given)
  x | 0.4% | 0.3% | i | 23.2 | x | x | 0.9% | x
36. COc1ccc(CNC(=S)NCc2ccc(Cl)cc2)cc1OC
  4.2% | -21.7% | 0.0% | i | -17.9 | u | -27.3% | -4.9% | 6.8%
37. CC1(C(=O)NCCc2ccccc2)Cc2c(-c3ccc4c(c3)OCO4)ccnc2O1 (stereo not given)
  x | -23.9% | 0.4% | i | -7.5 | x | -24.1% | 2.5% | x
38. CCOc1ccccc1N1C(=O)CN(Cc2ccc(OC)c(OC)c2)C1=S
  -1.2% | -9.0% | 7.5% | i | 0.0 | u | x | 5.4% | -10.0%
39. Cc1ccc(C(=O)/C=C/c2ccc(F)cc2)o1
  1.8% | -80.8% | u | i | -103.1* | 15.7% | -10.9% | -11.2% | u
40. COc1ccc(NC(=O)COC(C)=O)cc1Cl
  -1.6% | -0.5% | -0.1% | i | -5.2 | 13.5% | 11.2% | 3.6% | -0.8%
41. COc1ccc(C(CC(=O)N2CCCC2)c2ccc(F)cc2)cc1 (stereo not given)
  -0.6% | -13.9% | -0.3% | i | 19.8 | 12.0% | -25.4% | -8.0% | 1.2%
42. Cc1cccc(N2CCN(C(=O)c3ccc(NC4=NC5CS(=O)(=O)CC5S4)cc3)CC2C)c1 (stereo not given)
  -1.8% | 0.6% | 0.5% | u | 2.6 | 3.8% | 0.0% | 0.8% | 17.5%
43. CCOc1cc(C(=O)OCc2ccc([N+](=O)[O-])cc2)ccc1OCC(=O)N1CCOCC1
  -2.8% | 2.2% | 0.6% | i | -6.6 | 2.1% | -13.9% | -6.2% | 6.1%
44. O=C(CN1C(=O)CCn2nc(-c3ccccc3)cc21)NCc1ccccc1
  5.4% | 4.6% | -0.9% | i | x | 14.9% | 0.9% | -3.0% | x
45. COCCCNC(=O)C1CC(=O)N(C2CCCC2)C1 (stereo not given)
  0.2% | -0.9% | 0.4% | i | 7.4 | 2.3% | -5.7% | -6.8% | 1.0%

Complete entries from above. Order of values: A549 viability | HepG2 tox | Nrf2 activator | S2 tox | IL1B secr inh | Nrf2 inh | ATXN2 expr inh | TGFb inhibitor | MCF10A rerep
COc1ccc(C(=O)NCC2CCCN2S(=O)(=O)c2ccccc2)cc1OC (stereo not given) is listed with x | 0.4% | 0.3% | i | 23.2 | x | x | 0.9% | x
CCOc1cc(C(=O)OCc2ccc([N+](=O)[O-])cc2)ccc1OCC(=O)N1CCOCC1 is listed with -2.8% | 2.2% | 0.6% | i | -6.6 | 2.1% | -13.9% | -6.2% | 6.1%
CCc1ccc(Nc2cc(C)nc3nc(C)nn23)cc1 is listed with 7.2% | -14.3% | 0.0% | i | -25.2 | -20.7% | -13.1% | -5.2% | -2.3%
CCOc1ccccc1N1C(=O)CN(Cc2ccc(OC)c(OC)c2)C1=S is listed with -1.2% | -9.0% | 7.5% | i | 0.0 | u | x | 5.4% | -10.0%
